Tb PFK inh: blocks T. brucei phosphofructokinase; O15648; T. brucei PFK, ADP-Glo luminescence; Potency, µM (highest dose often 57.5 µM), without a hit: at the highest dose activity, negative = inhibition, usual class: inhibitors; actives 0.17% (n = 330,000); AID 485367;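 also: potency is read from the fitted curve at half-maximal effect; 0% = uninhibited 1x PFK enzyme wells and -100% = no-enzyme wells; nearly all actives have a fitted effect of over 60% in size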
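ADP-Glo luminescence quantified ADP after 45 min at room temperature, with 1.25 nM T. brucei PFK, 0.1 mM ATP and 0.5 mM fructose-6-phosphate in pH 8.0 TEA buffer. qHTS titrations up to 57 µM; curves classified by quality.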
GALK inh: galactokinase (human) inhibition | P51570 | Purified GALK, Kinase-Glo residual ATP luminescence | Potency, µM (highest dose often 57.5 µM), for inactives: top-dose activity change, negative = inhibition, usual class: inhibitors | actives 0.007% (n = 270,000) | AID 1868; also: potency is read from the fitted curve at half-maximal effect; % is scaled to controls: 0 for no effect and ±100 for the full control effect
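5 nM enzyme, 35 uM ATP, 100 uM galactose, 20 mM HEPES pH8.0, 5 mM MgCl2; 1 h RT; residual ATP by Kinase-Glo Plus luminescence, qHTS format.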
BCR signal inh: blocks chronic active B-cell receptor signaling. ABC-DLBCL IkBa-CBG/CBR reporter, luminescence ratio, 4 h. Potency, µM (doses to about 46.1 µM), without a hit: at the highest dose ratio change, negative = lower green/red ratio, most hits filed as inhibitors. actives 0.05% (n = 340,000). AID 493014; active = well fitted inhibition curve with a large enough effect in the signal ratio, with a control signal flat, not every such curve was filed as active; inconclusive = small, poorly fitted or top-dose-only effect, or effect the other way, or a change in a side signal; the % refers to the signal ratio;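 also: potency is read from the fitted curve at half-maximal effect; plate controls were basal doxycycline-induced cells for no effect and cells given 10 µM MG132 for full effect; MG132 reads +100%, hits lower the ratio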
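TMD8 ABC-DLBCL cells carrying doxycycline-inducible green luciferase fused to IkappaBalpha plus unfused red luciferase were exposed to compounds (up to 46 uM) for 4 hrs at 37C. Activity came from the overlap-corrected green/red luminescence ratio.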
A-T KAP1 phos: potential ataxia-telangiectasia treatment | actives 0.19% (n = 320,000) | Potency, µM (top dose mostly 57.5 µM), for the others: top-dose activation, hits mostly activators | […] A-T fibroblasts, KAP-1 phosphorylation AlphaLISA; neocarzinostatin DNA damage 30 min before lysis; also: potency is read from the fitted curve at half-maximal effect; % of control where 0% means no effect; nearly all actives have a fitted effect of over 45% in size
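hTERT-immortalized A-T patient fibroblasts ([…]), 500 cells/well in OPTI-MEM, 1% FBS, got compounds for 60 min, then NCS for 30 min at 37C. Lysates were then assayed for phospho-KAP-1 by AlphaLISA (anti-pKAP1 donor, anti-KAP1 acceptor beads), 6 hr at 25C.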
Coupling enz: coupling enzyme interference in Giardia aldolase counter-screen; coupling enzyme system counterscreen, AmpLite Red fluorescence; actives 0.67% (n = 290,000); activity change, negative = inhibition, % at 58.2 µM, hits read low; in the data active = activity change below about -30%; also: % is scaled to controls: 0 for no effect and ±100 for the full control effect
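Coupling enzymes only (glyceraldehyde-3-phosphate) + compound, at 57.5 uM final, 10 min RT; add substrate/coupling/AmpLite Red mix, 20 min RT; fluorescence ex 525/em 598 nm. Actives flag coupling-system interference.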
TCR activator: T cell receptor activation | primary human leukocytes, anti-CD3, IL-2 HTRF, 48 h | Potency, µM (doses to about 9.22 µM), without a hit: top-dose activation of IL-2 secretion, most hits filed as activators | 330,000 tested, under 10 active; also: % of control where 0% means no effect
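1) Mix primary human leukocytes, a-CD3 beads and compound. 2) Incubate 48 hr. 3) Add HTRF IL-2 reagents (a-IL-2-K, a-IL-2-d2).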
TSHR antagonist: antagonists of human thyroid stimulating hormone receptor. activity change, negative = inhibition, % at 11.5 µM. actives 0.2% (n = 330,000). P16473. TSHR-expressing cells, TSH-stimulated cAMP HTRF, 2 h; stronger effect = lower value;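 active = activity change below a set negative limit, meaning inhibition stronger than a set level, cut at about -70% in these data; inconclusive = activity change between two set negative limits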; also: % is scaled to controls: 0 for no effect and ±100 for the full control effect
Target sequence (P16473 whole entry, looked up): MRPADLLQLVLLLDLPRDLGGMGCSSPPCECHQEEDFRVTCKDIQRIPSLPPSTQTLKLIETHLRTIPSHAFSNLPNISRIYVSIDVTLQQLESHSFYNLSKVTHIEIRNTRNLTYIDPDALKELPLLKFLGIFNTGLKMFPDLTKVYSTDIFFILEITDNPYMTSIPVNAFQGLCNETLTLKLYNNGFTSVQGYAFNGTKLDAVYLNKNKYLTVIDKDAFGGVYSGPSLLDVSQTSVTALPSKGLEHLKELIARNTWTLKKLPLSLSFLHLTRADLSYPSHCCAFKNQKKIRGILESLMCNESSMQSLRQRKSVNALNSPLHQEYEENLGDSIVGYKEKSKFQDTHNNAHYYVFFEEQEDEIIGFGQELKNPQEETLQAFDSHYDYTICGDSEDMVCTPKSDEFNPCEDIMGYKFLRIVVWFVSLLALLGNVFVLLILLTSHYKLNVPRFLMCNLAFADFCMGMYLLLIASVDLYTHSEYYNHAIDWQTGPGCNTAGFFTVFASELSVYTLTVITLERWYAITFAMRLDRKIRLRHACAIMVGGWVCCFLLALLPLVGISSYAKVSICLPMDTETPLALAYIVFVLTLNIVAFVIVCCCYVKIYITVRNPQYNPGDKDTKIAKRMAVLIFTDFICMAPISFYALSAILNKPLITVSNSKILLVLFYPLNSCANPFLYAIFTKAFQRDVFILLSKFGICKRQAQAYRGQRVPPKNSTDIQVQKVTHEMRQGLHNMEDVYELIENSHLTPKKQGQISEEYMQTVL
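Cell-based HTRF cAMP assay; TSHR cells + compound, TSH EC80 (4nM final), 2 h, 37 deg C. Lysis with anti-cAMP cryptate and cAMP-d2, 30 min RT, read 665/620 nm.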
CXXC DNA block: inhibitors of human MLL CXXC domain-DNA interaction; actives 0.037% (n = 290,000); Q03164; AID 2662; MLL-CXXC / FITC-HOXA9 DNA fluorescence polarization; Potency, µM (highest dose often 115 µM), for inactives: at the top dose activity change, negative = inhibition, usual class: inhibitors; active = well fitted inhibition curve with a large enough effect in the polarisation, with a control signal flat, not every such curve was filed as active; inconclusive = small, poorly fitted or top-dose-only effect, or effect the other way, or a change in a side signal; inactive = no such curve, though single readings can be large or run the other way; the % refers to the polarisation; also: potency is read from the fitted curve at half-maximal effect
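Fluorescence polarization: 7 uM MLL-CXXC (stock) preincubated 5 min with compounds, then 50 nM fluorescein-HOX-A9 DNA (stock) added; 30 min ambient. Buffer 50 mM Tris-HCl pH 7.5, 50 mM NaCl, 1 mM DTT, 0.05% BSA.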
Giardia kill: Giardia lamblia killing; Giardia lamblia trophozoite viability; activity change, % at 7.66 µM, hits read low; actives 0.15% (n = 340,000); in the data active = activity change below about -80%; inconclusive = between about -30% and that limit;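 also: parasites exposed to compound for two days anaerobically before the ATP read; % is scaled to controls: 0 for no effect and ±100 for the full control effect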
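Trophozoites 100 cells/well + cpd; 48 hrs, 37 deg C, anaerobic. ATPLite 1-Step added, 15-30 min RT, luminescence read (ATP-based viability).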
KCNH2 WT inh: blocks the wildtype human KCNH2 potassium channel; Q12809; U2OS, BacMam KCNH2, thallium flux FluxOr; stronger effect = lower value; activity change, % at 1.84 µM; actives 0.37% (n = 340,000); AID 720551;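 active = maximum activity change below -70%; inconclusive = maximum activity change between -70% and -50%; inactive = maximum activity change above -50%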; also: % is scaled to controls: 0 for no effect and ±100 for the full control effect
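U2OS cells transduced with wild-type KCNH2 virus are loaded with FluxOr dye for 45 min, and thallium flux is measured in kinetic reads before and after stimulation buffer. Rate constants are normalized to DMSO controls.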
An asterisk follows results filed as active; ? = inconclusive; . = not tested or not shown; [ ] = remark or other dose. Unless noted, calls follow the shape of the dose curve; as a rule, active = well fitted curve in the direction sought with a large enough effect; inconclusive = small, poorly fitted or top-dose-only effect, or another doubt; inactive = no such curve, though single readings can be large; an effect the other way counts as inactive or inconclusive.

The opening five entries (preview)
SMILES | Tb PFK inh | GALK inh | BCR signal inh | A-T KAP1 phos | Coupling enz | TCR activator | TSHR antagonist | CXXC DNA block | Giardia kill | KCNH2 WT inh
COc1cc(N2C(=O)c3ccccc3C2=O)c(Cl)cc1C(=O)OCC(=O)NCc1ccco1 | -6% | -1% | 3% | 0% | -3 | 1% | -9 | -7% | -8 | 8
CCS(=O)(=O)C(C)(CCl)C(=O)Nc1ccc(C(=O)OC)cc1 (stereo not given) | -1% | -5% | 0% | 7% | 4 | 6% | -6 | -1% | -22 | 5
CN1CCN(c2nc(-c3ccc(Cl)cc3)cc(=O)[nH]2)CC1 | 2% | 1% | -1% | -23% | 3 | 0% | 5 | 3% | -10 | 6
CSc1ccc(C(=O)C2CCCN(S(=O)(=O)c3c(C)noc3C)C2)cc1 (stereo not given) | 6% | -1% | ? | 6% | -1 | -5% | -1 | -11% | 3 | 0
COc1ccc(CN(C(=O)/C=C/c2ccco2)C2CCS(=O)(=O)C2)cc1 (stereo not given) | -10% | 6% | -7% | -10% | 3 | 1% | 8 | -1% | 10 | -3

The whole of this part, previewed entries included:
SMILES | Tb PFK inh | GALK inh | BCR signal inh | A-T KAP1 phos | Coupling enz | TCR activator | TSHR antagonist | CXXC DNA block | Giardia kill | KCNH2 WT inh
COc1cc(N2C(=O)c3ccccc3C2=O)c(Cl)cc1C(=O)OCC(=O)NCc1ccco1 | -6% | -1% | 3% | 0% | -3 | 1% | -9 | -7% | -8 | 8
CCS(=O)(=O)C(C)(CCl)C(=O)Nc1ccc(C(=O)OC)cc1 (stereo not given) | -1% | -5% | 0% | 7% | 4 | 6% | -6 | -1% | -22 | 5
CN1CCN(c2nc(-c3ccc(Cl)cc3)cc(=O)[nH]2)CC1 | 2% | 1% | -1% | -23% | 3 | 0% | 5 | 3% | -10 | 6
CSc1ccc(C(=O)C2CCCN(S(=O)(=O)c3c(C)noc3C)C2)cc1 (stereo not given) | 6% | -1% | ? | 6% | -1 | -5% | -1 | -11% | 3 | 0
COc1ccc(CN(C(=O)/C=C/c2ccco2)C2CCS(=O)(=O)C2)cc1 (stereo not given) | -10% | 6% | -7% | -10% | 3 | 1% | 8 | -1% | 10 | -3
CCCn1c(Sc2nnnn2-c2ccccc2)n[nH]c1=O | 1% | -2% | -5% | 1% | 1 | . | 11 | -10% | -9 | 0
NC(=O)c1ccc(-n2nnnc2SCc2ccc(F)cc2)cc1 | -7% | -2% | -2% | -2% | -1 | 6% | -3 | 4% | -6 | -1
CCOC(=O)CN(C(=O)CNC(=O)c1cccs1)C(C(=O)NC1CCCCC1)c1cccnc1 (stereo not given) | -8% | 1% | -3% | . | 0 | -7%[46.1 µM] | 3 | -20% | -3 | -8
O=C(O)CC1Sc2nc3ccccc3n2C1=O (stereo not given) | 2% | 2% | ? | 5% | 3 | 4% | 1 | 3% | -1 | -10
NC(=O)CN1C(=O)C2CCCCN2C(=O)c2ccccc21 (stereo not given) | 0% | 0% | 0% | 8% | 3 | 11% | -4 | -3% | 25 | 3
Cc1ccc(C)c(NC(=O)CCN2CC(C)CC(C)C2)c1 (stereo not given) | 1% | 1% | -1% | 1% | 2 | 3% | -3 | -13% | -3 | -2
Cc1ccc(Cn2c(CN(C)Cc3ccccc3)nc3c2c(=O)n(C)c(=O)n3C)cc1 | 3% | -4% | ? | -1% | 2 | 4% | 6 | -7% | -6 | 8
O=C1CSCC(=O)N1Cc1ccc(Cl)cc1Cl | 1% | -2% | 1% | -7% | -3 | 4% | 1 | 3% | 15 | -6
Cc1n[nH]c(C)c1S(=O)(=O)N1CCN(C2CCCCC2)CC1 | -3% | -1% | 13% | 5% | 9 | -59% | 22 | -7% | 6 | 26
Cc1nc2scc(-c3ccco3)c2c(=O)n1/N=C/N(C)C | -8% | -3% | ? | -2% | 2 | . | -6 | 2% | -1 | -3
Cn1c(SCC(=O)NCC2CCCO2)nc2c([nH]c3ccccc32)c1=O (stereo not given) | -1% | -1% | ? | -2% | -2 | -5%[46.1 µM] | -10 | -11% | -3 | -2
COc1ccc(OC)c(CCNC(=O)CN2C(=O)COc3ccc(S(=O)(=O)N4CCOCC4)cc32)c1 | -2% | 8% | 6% | 1% | 0 | 1% | 5 | -3% | -16 | -5
COc1ccc(C2C=C(c3ccccc3)Nc3nc(NC(C)=O)nn32)cc1 (stereo not given) | -21% | 1% | 4% | 2% | 16 | . | -1 | 20% | . | .
CCC(Sc1ccc2nnc(CCNS(=O)(=O)c3ccc(OC)cc3)n2n1)C(=O)OC (stereo not given) | 1% | -2% | 0% | 3% | 2 | 7% | -2 | 12% | -12 | .
CCOc1cc(-c2noc(N)c2C#N)cc(OCC)c1OCC | 3% | -2% | ? | -3% | -3 | 1% | 4 | -6% | 9 | 7
Cc1ccc(-c2nc3ccccc3n3c(C)nnc23)cc1 | 8% | 3% | ? | -3% | 0 | . | -13 | 5% | . | .
CCOC(=O)c1ccc(NC(=O)CC2S/C(=N/N=C/c3c[nH]c4ccccc34)NC2=O)cc1 (stereo not given) | -4% | -6% | 3% | 1% | 0 | -3%[46.1 µM] | -14 | 0% | -10 | 7
Cc1sc2ncnc(SCC(=O)N3CCC(c4noc5ccc(F)cc45)CC3)c2c1C | 2% | 0% | ? | 0% | 4 | -1% | -1 | 4% | -19 | 2
O=C(CSc1nc2ccccc2n1S(=O)(=O)c1cccc([N+](=O)[O-])c1)NCCc1ccccc1 | 0% | . | ? | 1% | 2 | 2% | 7 | 2% | -1 | -14
CN(c1ccc(C(=O)N2CCOCC2)cc1)S(=O)(=O)c1cccs1 | -3% | -2% | -12% | 4% | -2 | -2% | 1 | 3% | -4 | -4
O=C(COC(=O)CCOc1ccccc1)NCCC1=CCCCC1 | 7% | 7% | -9% | 0% | 4 | 2% | 1 | 1% | -5 | -1
COc1ccccc1N1CCN(c2cc(=O)n(-c3ccc(Cl)cc3)c(=O)[nH]2)CC1 | -7% | 0% | 4% | 7% | 4 | 0% | 27 | 15% | 7 | -26
O=C(NCCCN1CCOCC1)/C(=C/c1ccco1)NC(=O)c1ccccc1 | 4% | 6% | 2% | 2% | 3 | 11% | 1 | 2% | 15 | 2
Cc1c(CC(=O)N2C[C@H]3C[C@@H](C2)c2cccc(=O)n2C3)c(=O)oc2cc3occ(C(C)(C)C)c3cc12 | -1% | . | -20% | 1% | -4 | 0% | -6 | 6% | 28 | 1
Nc1c(-c2nn[nH]n2)cnn1-c1cc(Cl)cc(Cl)c1 | -1% | 5% | 4% | -7% | 9 | -1% | -17 | 1% | 13 | -3
COc1ccc(Cl)cc1NC(=O)CN1C(=O)NC2(CCCC2)C1=O | 8% | -1% | 10% | 4% | 0 | 5% | -5 | -4% | 13 | 30
CCC(C)(C)C1CCC2(CC1)NC(=O)N(CC(=O)NCCc1c[nH]c3ccccc13)C2=O (stereo not given) | -6% | . | 3% | 2% | . | -6% | -7 | . | -16 | -3
CS(=O)(=O)NCCCNc1c(Cl)cccc1[N+](=O)[O-] | -5% | 0% | ? | -1% | 4 | 5% | 10 | -3% | -2 | -6
COc1ccc(NS(=O)(=O)c2nnc(NC(=O)c3ccccc3F)s2)cc1 | 4% | . | 18% | 8% | 12 | 0% | 6 | -13% | -4 | 5
CCOc1ccc(/C=N/OCC(=O)NCc2cccs2)cc1 | -3% | 0% | 1% | 1% | 2 | -2%[46.1 µM] | -5 | 10% | 0 | 6
Cc1ccc(C(=O)NC(=S)NCc2cccnc2)cc1C | -1% | -1% | -3% | 1% | 2 | 1% | -6 | 5% | -3 | 1
Cc1nonc1CC(=O)NC1CC(C)(C)Cc2c1cnn2-c1ccc(F)cc1 (stereo not given) | -8% | -9% | 0% | 15% | . | -4% | -5 | 35%[activator] | -10 | -24
O=C(Nc1ccc(Cl)cc1)NC1CCS(=O)(=O)C1 (stereo not given) | -20% | 6% | -1% | -1% | 3 | 3% | 1 | 2% | -6 | -6
CC1Cc2ccccc2N1C(=O)COc1ccc2c(c1)OCO2 (stereo not given) | -3% | -3% | -16% | -3% | -2 | 1% | 3 | 0% | 5 | -2
Cc1ccc(NC(=O)CN2C(=O)NC(C)(c3ccc(Cl)cc3)C2=O)cc1 (stereo not given) | -1% | 3% | -15% | 11% | 1 | 2% | 8 | 1% | -8 | 3
CC(=O)Nc1nnc(SCC(=O)N2CCCc3ccccc32)s1 | -3% | 1% | 3% | -1% | 4 | 1% | 3 | 8% | 37[activator] | -4
COc1cccc(OCC(=O)NC2CCCCCC2)c1 | -6% | . | -11% | 6% | . | 5% | -1 | . | -13 | -9
COc1ccc(CNC(=O)c2ccc(S(=O)(=O)N3CCCC3)cc2)cc1OC | -4% | 1% | 2% | . | 0 | -4% | . | 3% | 20 | 11
